Anesthetic bind = binds horse apoferritin like a general anesthetic; apoferritin/1-aminoanthracene competitive binding, fluorescence; P02791; AID 485281; Potency, µM (doses to about 77.5 µM), for inactives: top-dose activity change, negative = displacement, most hits filed as inhibitors; actives 0.074% (n = 350,000); note: potency is the fitted concentration of half-maximal effect; % is set by controls: 0 for no effect and ±100 for the full control effect; nearly all actives have a fitted effect of over 20% in size
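Concentration-response curves derived by four-parameter Hill fitting of normalized fluorescence, where compounds displaced 1-AMA from 10 uM horse apoferritin following a brief 10 min room-temperature incubation; propofol titration acted as positive control.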
POLH inh = blocks human DNA polymerase eta activity | recombinant Pol eta, fluorescent DNA replication assay | Q9Y253 | actives 1.2% (n = 390,000) | Potency, µM (doses to about 114 µM), inactives show at the top dose activity change, negative = inhibition, most hits filed as inhibitors; note: potency is the fitted concentration of half-maximal effect; % is set by controls: 0 for no effect and ±100 for the full control effect
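Pol eta (10 nM) was preincubated with compounds for 15 min at room temperature, after which fluorescent replication substrate (50 nM final) was added to start the reaction. Fluorescence was read kinetically at 0 and 10 min.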
ERG Ets-DNA blk = inhibitors of human ERG Ets domain-DNA interaction. fluorescence polarization, His-ERG Ets domain / labelled DNA. Potency, µM (highest dose often 76.9 µM), for the others: at the top dose FP activity, negative = inhibition, actives largely listed as inhibitors. actives 0.028% (n = 370,000). AID 624246; active = well fitted inhibition curve with a large enough effect in the polarisation, with a control signal flat; inconclusive = small, poorly fitted or top-dose-only effect, or effect the other way, or a change in a side signal; inactive = no such curve, though single readings can be large or run the other way; the % refers to the polarisation;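 note: polarization taken with two DNA probes labelled with fluorescein and Texas red; potency is the fitted concentration of half-maximal effect; % of control where 0% means no effect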
Target sequence (P11308 whole entry, looked up, the tested form may be a part): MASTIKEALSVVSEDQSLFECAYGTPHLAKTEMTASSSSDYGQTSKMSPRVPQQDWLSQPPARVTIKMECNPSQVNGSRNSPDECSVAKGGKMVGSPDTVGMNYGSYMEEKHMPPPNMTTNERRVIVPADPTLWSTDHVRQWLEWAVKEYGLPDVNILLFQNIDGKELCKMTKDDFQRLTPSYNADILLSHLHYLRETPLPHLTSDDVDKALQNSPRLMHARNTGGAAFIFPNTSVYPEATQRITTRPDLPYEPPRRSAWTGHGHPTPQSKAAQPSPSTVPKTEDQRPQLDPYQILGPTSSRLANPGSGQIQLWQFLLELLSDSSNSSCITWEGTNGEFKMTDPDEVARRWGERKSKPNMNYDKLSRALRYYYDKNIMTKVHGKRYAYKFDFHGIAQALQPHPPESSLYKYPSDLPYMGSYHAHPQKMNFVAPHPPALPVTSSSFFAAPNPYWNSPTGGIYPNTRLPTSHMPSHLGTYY
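His-tagged ERG Ets domain (1 uM in the protein solution; 300mM KCl, 50mM Tris-HCl, 1mM EDTA, 1mM DTT, pH 7.5) received compound, then a probe mix of 5 nM fluorescein-DNA and 100nM Texas-615-DNA. Fluorescence polarization was read for both dyes.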
Pol beta inh = blocks human DNA polymerase beta activity | Potency, µM (titrated, usually from 114 µM), for inactives: at the top dose activity change, negative = inhibition, most hits filed as inhibitors | actives 1.3% (n = 340,000) | P06746 | AID 485314 | Pol beta primer extension/strand displacement, fluorescence kinetic; note: potency is the fitted concentration of half-maximal effect; % is set by controls: 0 for no effect and ±100 for the full control effect
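Kinetic readout of DNA synthesis with strand displacement by Pol beta. Compound and 10 nM enzyme sit 15 min at room temperature; 50 nM substrate starts the reaction, read immediately and at 10 min.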
ALOX12 inh = inhibitors of human 12S-lipoxygenase ALOX12; P18054; actives 1.1% (n = 580,000); purified 12hLO, xylenol orange hydroperoxide absorbance; Potency, µM (top dose mostly 108 µM), inactives show at the highest dose activity change, negative = inhibition, usual class: inhibitors; note: potency is the fitted concentration of half-maximal effect; % is set by controls: 0 for no effect and ±100 for the full control effect
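Purified human 12hLO (150 nM final) in 25 mM Hepes, 0.01% Triton X-100, pH 7.0 was preincubated 15 min at room temperature with compound. Then 40 uM arachidonic acid was added, 30 min. Hydroperoxide was read by Fe-XO absorbance ratio 573/405 nm.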
LDHA block = LDHA (human) enzyme inhibition. activity change, % (values are at about 110 or 230 µM). AID 1347041. P00338. purified LDHA, NADH/diaphorase-resazurin fluorescence; stronger effect = lower value. actives 0.15% (n = 480,000); in the data active = activity change below about -30%; inconclusive = mostly about -25% to -30%;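 note: plate controls were DMSO wells for no effect and wells without enzyme for full effect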
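Remaining NADH was detected by diaphorase (0.133 mg/mL) converting 37 µM resazurin to fluorescent resorufin, read at 0 and 20 minutes. The preceding 5-minute room-temperature reaction used 2 nM LDHA, 0.2 mM sodium pyruvate and 0.06 mM NADH at pH 7.4.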
POLK inh = inhibitors of human DNA polymerase kappa | Q9UBT6 | purified Pol kappa, fluorescent DNA synthesis assay, 10 min | actives 0.53% (n = 400,000) | Potency, µM (titrated, usually from 107 µM), without a hit: top-dose activity, negative = inhibition, actives largely listed as inhibitors | AID 588579; note: potency is the fitted concentration of half-maximal effect; % is set by controls: 0 for no effect and ±100 for the full control effect
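Activity was followed as the change in fluorescence between reads at 0 and 10 min after starting the reaction with 50 nM substrate. Beforehand, 10 nM polymerase had been preincubated with compound for 15 min at room temperature.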
APE1 inh = APE1 (human) endonuclease inhibition; P27695; recombinant APE1, TAMRA/BHQ-2 abasic DNA cleavage fluorescence; Potency, µM (highest dose often 65.8 µM), without a hit: at the highest dose activity change, negative = inhibition, most hits filed as inhibitors; actives 0.35% (n = 350,000); AID 2517;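 note: potency is the fitted concentration of half-maximal effect; plate controls were vehicle for no effect and reference inhibitor for full effect; nearly all actives have a fitted effect of over 55% in size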
Target sequence (P27695 whole entry, looked up): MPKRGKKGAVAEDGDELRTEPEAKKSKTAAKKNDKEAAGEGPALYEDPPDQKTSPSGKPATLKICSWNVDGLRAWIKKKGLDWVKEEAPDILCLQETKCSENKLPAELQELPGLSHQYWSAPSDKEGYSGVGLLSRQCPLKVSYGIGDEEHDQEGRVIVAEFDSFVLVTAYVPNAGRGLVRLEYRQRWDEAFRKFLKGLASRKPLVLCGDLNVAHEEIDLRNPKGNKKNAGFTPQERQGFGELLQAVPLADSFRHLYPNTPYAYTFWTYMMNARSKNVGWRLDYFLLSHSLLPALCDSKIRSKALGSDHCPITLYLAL
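Quantitative HTS: incision of a TAMRA/BHQ-2 double-stranded substrate bearing a tetrahydrofuran abasic site by 0.75 nM APE1 raises fluorescence. Substrate 50 nM final, added after 15 min compound preincubation at room temperature; progress as third-minus-first kinetic read difference.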
RGS4 inhibitor = inhibitors of human regulator of G protein signaling 4 | P49798 | actives 0.039% (n = 390,000) | Potency, µM (highest dose often 114 µM), for inactives: top-dose activity change, negative = inhibition, most hits filed as inhibitors | Transcreener GDP fluorescence polarization, RGS4-accelerated GTP hydrolysis | AID 504845; note: potency is the fitted concentration of half-maximal effect; % is set by controls: 0 for no effect and ±100 for the full control effect; nearly all actives have a fitted effect of over 75% in size; some results filed as inactive show a strong effect at the top dose
Target sequence (P49798 whole entry, looked up): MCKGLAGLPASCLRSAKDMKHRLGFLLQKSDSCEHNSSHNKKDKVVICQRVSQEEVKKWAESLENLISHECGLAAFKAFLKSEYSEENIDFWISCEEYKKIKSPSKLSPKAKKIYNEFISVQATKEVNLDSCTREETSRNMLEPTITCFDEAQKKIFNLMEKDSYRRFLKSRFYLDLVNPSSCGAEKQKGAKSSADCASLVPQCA
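MLSMR compounds (23 nl, pin-transferred) preincubated 10 min at room temperature with a 500nM (2x) first reagent, then RGS4 at 900nM (2x) plus Transcreener GDP mix added; fluorescence polarization (620/688 nm) read before and after 90 min at 30 °C.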
Active calls of the source: *; u = inconclusive; x = no result given; & = joins results of further samples; [ ] = remark or other dose. Unless noted, calls come from the whole dose curve; as a rule, active = well fitted curve in the direction sought with a large enough effect; inconclusive = small, poorly fitted or top-dose-only effect, or another doubt; inactive = no such curve, though single readings can be large; an effect the other way counts as inactive or inconclusive.

structure,Anesthetic bind,POLH inh,ERG Ets-DNA blk,Pol beta inh,ALOX12 inh,LDHA block,POLK inh,APE1 inh,RGS4 inhibitor
COc1ccc(-n2c(Cn3nnc4ccccc43)nnc2SCC(=O)O)cc1,-7.9%,-5.0%,3.7%,5.9%,25.0%,-7.7,-14.3%,1.4%,1.8%
COc1ccc(S(=O)(=O)N(C)c2ccc(C(=O)NCc3ccccn3)cc2)cc1,-17.1%,-10.8%,8.6%,-3.0%,18.2%,-1.0,-11.1%,-10.7%,0.4%
COC(=O)c1c(C)[nH]c(C)c1-c1ccc([N+](=O)[O-])cc1,-22.0%,-8.0%,8.8%,48.0%,-21.8%,-0.1,-11.8%,-0.8%,14.1%
CCn1nnnc1SCC(=O)N1CCCCC1,x,-4.4%,1.7%,x,-5.9%,-10.5,-14.1%,2.3%,-6.4%
NC(=O)c1ccc[n+](CC(=O)c2ccccc2)c1,1.0%,-13.2%,3.2%,-20.9%,322.3%[activator],2.9,11.5%,1.1%,-38.0%
Cc1c(C(=O)Nc2nc(-c3ccccn3)cs2)oc2ccccc12,x,u,-3.4%,x,x,-8.1,u,-17.4%,u
NC(=O)C1CCN(C(=O)COc2cccc3ccccc23)CC1,4.6%,4.3%,x,13.7%,-14.8%,0.7,-4.3%,25.9%,13.9%
CC(C)c1nnc(N2C(=O)c3oc4ccccc4c(=O)c3C2c2ccco2)s1 (centres undefined),-0.2%,-8.2%,-2.9%,1.2%,u,-7.8,-6.0%,1.6%,-2.1%
Cc1cn(CC(=O)NCCc2c[nH]c3ccccc23)c(=O)[nH]c1=O,x,-8.0%,7.5%,x,9.4%,-7.8,2.9%,x,-45.2%
CC(C)Oc1ccc(S(=O)(=O)N2CCOCC2)cc1NC(=O)C1CSC2(C)CCC(=O)N12 (centres undefined),x,-17.8%,-8.6%,x,-10.3%,-3.4,-5.2%,4.5%,-11.9%
Cc1ccc(CNc2nc(-c3cccnc3)nc3ccccc23)cc1,0.6%,-25.2%,-2.8%,10.5%,-18.8%&-37.1%,-2.9&0.0,2.2%,-0.7%,8.5%
CCc1cccc(NC(=O)C(NS(=O)(=O)c2ccc3nc(C)sc3c2)C(C)C)c1 (centres undefined),-8.6%,-21.0%,2.1%,-1.5%,-21.6%,-2.6,-12.8%,x,-4.3%
Cc1ccc(C(CC(=O)O)C2CCOC(C)(C)C2)cc1 (centres undefined),-6.4%,-11.7%,x,14.1%,17.8%,-1.3,-7.1%[60.1 µM],1.2%,-6.4%
Cc1nc(N)nc(-c2ccccc2O)n1,-9.6%,4.9%,0.2%,-9.6%,-1.3%,-1.4,-4.7%,3.2%,-17.8%
Clc1ccc(OCCn2ccnc2)cc1Cl,-16.2%,-0.3%,-9.9%,10.6%,-18.6%,-19.1,-9.0%,-10.8%,9.5%
Cc1cccc(-n2ncc(C(=O)NC3CCCC3)c2C2CCN(C(=O)OC(C)(C)C)CC2)c1,-3.8%,-3.0%,-3.1%,-3.8%,-9.6%,1.6,-13.6%,14.0%,13.1%
O=C(COC(=O)CN1C(=O)c2cccc([N+](=O)[O-])c2C1=O)NC1CCS(=O)(=O)C1 (centres undefined),43.6%[activator],-17.5%,-6.0%,12.1%,-19.2%,-3.0,-9.4%,-2.3%,12.5%
COC(=O)c1nnn(-c2cc(Cl)cc(Cl)c2)c1C(=O)OC,7.7%,-1.1%,1.6%,15.3%,u,2.5,-4.7%,2.2%,16.8%
Cc1ccc(CNC(=O)C2CCC(=O)N(Cc3ccc(Cl)cc3)C2)cc1F (centres undefined),-13.1%,-1.1%,-11.4%,-22.3%,u,0.5,-6.8%,-15.4%,5.0%
CCCc1nc2ccccc2n1CC(O)COc1ccc(C(=O)OC)cc1 (centres undefined),-6.5%,-6.4%,1.8%,10.1%,1.1%,-14.4,-9.0%,x,16.4%
CC(C)(C)c1ccc(OCCCCCCN2CCNCC2)cc1,x,-11.8%,-0.4%,x,u,-8.7,-7.5%,x,-0.8%
CC(=O)c1ccc(S(=O)(=O)NC2CC(=O)N(c3ccc(C)cc3)C2)cc1 (centres undefined),x,-11.6%,-9.2%,x,6.7%,-1.2,-12.7%,28.7%,-19.6%
CCOC(=O)Cn1c(=O)n(CC2CCCO2)c2nc(-c3ccc(CC)cc3)nc(C(N)=O)c21 (centres undefined),u,-10.8%,8.1%,5.6%,-19.6%,-1.9,1.8%[60.1 µM],x,-38.1%
O=C(Nc1ccccc1Cl)C1CCN(c2nc3ccccc3nc2C(F)(F)F)CC1,7.7%,-10.4%,2.9%,27.2%,-24.7%,-19.1,19.5%,x,14.6%
COc1ccc(S(=O)(=O)N2CCCC2CNC(=O)C(=O)NCc2ccc3c(c2)OCO3)cc1 (centres undefined),x,-4.3%,-1.1%,x,1.5%,-8.7,8.1%,1.4%,17.6%
O=C(NCc1ccc(F)cc1)c1ccc2c(c1)S(=O)(=O)c1ccccc1C2=O,x,-11.3%,-5.1%,x,-11.6%,-3.8,-2.0%,x,-10.2%
COc1ccccc1C(=O)OCc1ccc2sc(C)nc2c1,-9.9%,1.0%,1.3%,0.6%,-1.9%,-9.3,-11.7%,9.3%,20.2%
CN(C)S(=O)(=O)c1ccc(N2CCCC2)c(C(=O)Nc2nc3ccccc3s2)c1,-1.3%,-24.5%,14.3%,2.8%,4.7%,3.1,-3.7%,3.3%,-44.0%
COc1ccc(OCCCC(=O)Nc2ccc3c(c2)OCCO3)cc1,-19.4%,-6.7%,x,-0.9%,u,4.8,-6.6%,2.2%,-17.2%
CCCOc1ccc(C(=O)NCCO)cc1,-9.8%,11.9%,-3.9%,-0.8%,-16.7%,-2.1,-11.5%,3.3%,50.6%
COc1ccc(/C=N/NC(=O)Cc2csc(Nc3cccc(C(F)(F)F)c3)n2)c(OC)c1,u,u,-0.7%,-11.0%,-26.8%,-3.1,-19.2%,-3.6%,-1.8%
O=C1c2cccc3c([N+](=O)[O-])ccc(c23)C(=O)N1CCc1ccccn1,-4.6%,1.9%,-4.6%,17.0%,0.0%,0.2,-2.1%,1.8%,-7.4%
Cc1cc(/C=N/NC(N)=S)c(C)n1-c1cccc(Cl)c1,-18.3%,-16.3%,2.5%,24.9%,39.8µM*,-4.3,-8.4%,-10.0%,u
CCOC(=O)C1=C(C)N(c2ccc(C)c(C)c2)C(=O)/C1=C\c1ccco1,-19.0%,-14.3%,6.5%,27.5%,u,-2.1,-5.3%,-2.8%,-4.2%
COc1cccc2c1cc1c(=O)n(CC(=O)NCCCN3CCCCC3)nc(C)n12,-0.8%,-18.6%,-7.7%,-39.8%,x,-1.9,-1.2%,5.8%,3.2%
CCOc1ncccc1C(=O)NNC(=O)c1csc(N2CCOCC2)n1,x,-19.5%,12.0%,x,15.4%,6.6,4.9%,35.8%,-16.0%
COc1ccc(CCNC(=O)CSCc2nc(-c3ccc(OC)c(OC)c3)oc2C)cc1OC,-8.0%,-1.1%,-10.4%,1.0%,u,-5.1,-13.2%,x,-7.0%
Cc1ccccc1C(=O)NC(CC(C)C)C(=O)NN1C(=O)c2ccccc2C1=O (centres undefined),-8.3%,-2.3%,8.7%,5.2%,-22.4%,-4.1,1.0%,u,3.4%
COC(=O)CCCNC(=O)CC1C(=O)NCCN1Cc1ccoc1 (centres undefined),-3.4%,-18.8%,1.4%,u,-2.2%,-2.7,-2.5%,-1.8%,9.3%
CC1(C)O[C@@H]2[C@H](O1)[C@@H](COS(=O)(=O)O)O[C@H]2n1cnc2c(=O)[nH]cnc21,x,-6.5%,4.4%,x,-14.2%,3.6,-4.4%,-1.8%,9.9%
CCOc1ccc(-c2oc3ccccc3c(=O)c2O)cc1OCC,125.6%[activator],-13.5%,-14.7%,25.5%,-20.1%,-11.2,-5.8%,x,-10.1%
CCCCN1C(=O)C2C3C=CC(C2C1=O)C1C2C(=O)N(CCCC)C(=O)C2C31 (centres undefined),1.4%,-9.6%,-2.0%,6.1%,7.4%,-7.3,1.1%,4.1%,4.5%
Cn1ccc(NS(=O)(=O)c2cc(Br)ccc2Br)n1,x,-6.5%,-3.3%,x,194.8%[activator],0.9,1.4%,37.6%,7.7%

Shown with each value named: part of the list above
COC(=O)CCCNC(=O)CC1C(=O)NCCN1Cc1ccoc1 (centres undefined)
- Anesthetic bind: -3.4%
- POLH inh: -18.8%
- ERG Ets-DNA blk: 1.4%
- Pol beta inh: u
- ALOX12 inh: -2.2%
- LDHA block: -2.7
- POLK inh: -2.5%
- APE1 inh: -1.8%
- RGS4 inhibitor: 9.3%

COc1ccc(CCNC(=O)CSCc2nc(-c3ccc(OC)c(OC)c3)oc2C)cc1OC
- Anesthetic bind: -8.0%
- POLH inh: -1.1%
- ERG Ets-DNA blk: -10.4%
- Pol beta inh: 1.0%
- ALOX12 inh: u
- LDHA block: -5.1
- POLK inh: -13.2%
- APE1 inh: x
- RGS4 inhibitor: -7.0%

Bioassay records (PubChem)

Some of the compounds tested, so the mix of outcomes need not match the whole.
